# Compound activity from PubChem BioAssay.
# MrgX1 antag – antagonists of human MrgX1 receptor, primary screen, HEK293 cells, Fluo-4 calcium flux; BAM8-22 antagonism; hits give low values; B-score at 10 µM; Mas-related G-protein coupled receptor member X1 (Homo sapiens), Q96LB2; 310,000 tested, 1.3% active; AID 588676, 2011;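 active means calcium-response B-score plate-corrected more than 3 library SD below zero, starting fluorescence within 5 deviations, no agonist response on first addition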;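 further: peak minus trough fluorescence over baseline after final BAM8-22 challenge near maximal dose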
# TRPC4 block – inhibitors of mouse TRPC4 channel, primary screen, Fluo4 calcium, HEK293 TRPC4beta/mu-opioid cells | DAMGO-evoked Fluo4 calcium flux; hits give low values | B-score at 10 µM | AID 2247, 2010 | Short transient receptor potential channel 4 (Mus musculus), Q9QUQ5 | 300,000 tested, 0.39% active;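 active means B-score over 3 SD under the library average, no early fluorescence shift, positive overall ratio signal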
#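 Signal: kinetic Fluo4 fluorescence imaging of calcium influx. Material: stable TRPC4beta/mu-opioid receptor HEK293 cells. Probe or stimulus: DAMGO in two steps, submaximal then maximal.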
# TRPC6 inhibitor – mouse TRPC6 channel inhibitors, primary screen, cell-based, HEK293, membrane potential dye; AID 2553, 2010; 310,000 tested, 1.1% active; B-score at 10 µM; ACh-evoked depolarization; hits give low values; Short transient receptor potential channel 6 (Mus musculus), Q61143;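 active means B-score under library mean minus 3 SD, initial fluorescence not abnormally high, positive integrated signal ratio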;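 further: B-score derived from integrated fluorescence ratio over the kinetic read; more negative B-score means stronger inhibition of depolarization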
# Target sequence (Q61143 whole entry, looked up): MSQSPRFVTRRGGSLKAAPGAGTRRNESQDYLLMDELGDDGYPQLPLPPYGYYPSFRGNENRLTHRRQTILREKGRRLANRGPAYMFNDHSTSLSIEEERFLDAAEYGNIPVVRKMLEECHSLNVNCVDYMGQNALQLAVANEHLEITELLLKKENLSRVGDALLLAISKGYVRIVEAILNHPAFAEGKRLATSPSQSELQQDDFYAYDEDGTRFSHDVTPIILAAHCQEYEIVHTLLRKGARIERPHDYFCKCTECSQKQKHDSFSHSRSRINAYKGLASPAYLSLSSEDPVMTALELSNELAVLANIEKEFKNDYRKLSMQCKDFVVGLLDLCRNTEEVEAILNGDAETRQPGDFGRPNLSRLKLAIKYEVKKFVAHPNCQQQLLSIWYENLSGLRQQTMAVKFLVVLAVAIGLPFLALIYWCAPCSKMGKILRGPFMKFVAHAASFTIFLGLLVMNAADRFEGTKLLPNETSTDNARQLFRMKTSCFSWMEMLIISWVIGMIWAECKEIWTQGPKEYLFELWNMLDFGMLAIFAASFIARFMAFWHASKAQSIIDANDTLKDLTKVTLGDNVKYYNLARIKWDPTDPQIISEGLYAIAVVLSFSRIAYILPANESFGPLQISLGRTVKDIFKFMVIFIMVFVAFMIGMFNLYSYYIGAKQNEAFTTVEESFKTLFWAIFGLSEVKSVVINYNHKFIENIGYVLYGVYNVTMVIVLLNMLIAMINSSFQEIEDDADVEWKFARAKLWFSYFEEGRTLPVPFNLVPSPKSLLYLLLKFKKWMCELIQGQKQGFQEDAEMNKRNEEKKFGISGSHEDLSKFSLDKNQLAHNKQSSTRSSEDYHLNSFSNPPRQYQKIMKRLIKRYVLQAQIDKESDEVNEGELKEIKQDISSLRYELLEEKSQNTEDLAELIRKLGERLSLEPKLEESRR
# SKKanGAS inh – S. pyogenes SKKanGAS growth inhibitors in kanamycin, primary screen, streptokinase expression inhibitor project, SKKanGAS strain, BacTiter-Glo luminescence; 6 h; inhibition, % at 7.5 µM; 300,000 tested, 1.3% active; AID 1662, 2009;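 active means mean replicate score, as percent of positive control median, at least 50; inconclusive means mean below 50 but one replicate at or above 50; inactive means mean and every replicate below 50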;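 further: strain carries kanamycin resistance gene driven by streptokinase promoter and grows in 40 µg/ml kanamycin; loss of luminescence reflects streptokinase promoter inhibition or plain growth inhibition; 0% = median of DMSO wells and 100% = positive control at its reference dose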
# TRPC4 potent – positive allosteric modulators of TRPC4, primary screen, cell-based, mouse TRPC4beta, HEK293 mu-opioid, Fluo-4 calcium; 310,000 tested, 0.42% active; Short transient receptor potential channel 4 (Mus musculus), Q9QUQ5; DAMGO EC20, Fluo-4 Ca2+ flux; hits give high values; B-score at 10 µM; AID 2227, 2009;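 active means B-score of calcium response area above 5 SD of library B-scores, with initial fluorescence ratio within 5 SD of library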;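 further: B-score of integrated fluorescence ratio over time as area under calcium response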
# IEC-6 tox – cytotoxicity in IEC-6 intestinal epithelial cells, primary screen, cytotoxicity control for KLF5 inhibitor project, cell-based, luminescence | IEC-6 cytotoxicity, luminescence viability | inhibition, % at 5 µM | 290,000 tested, 0.78% active | AID 1825, 2009; in the data active means inhibition above about 22%;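 further: 0% = plate median of test compound wells and 100% = cytotoxic reference compound wells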
# aSyn UTR inh – MLPCN primary screen, SNCA 5' untranslated region; alpha-synuclein 5'UTR reporter, inhibitor activity; 300,000 tested, 0.82% active; inhibition, % (tested at 7.5 µM); in the data active means inhibition above about 60%; inconclusive means no clear call, values can overlap the other calls;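 further: H4 neuroglioblastoma cells stably carrying SNCA 5'UTR luciferase fusion; 0% = DMSO wells and 100% = positive control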
# HIF activator – HIF pathway transcriptional activators, primary screen, cell-based, U2OS HRE-luciferase, luminescence; activation, % at 7.5 µM (by protocol); U2OS HRE-luciferase reporter; normalized: DMSO 0%, desferrioxamine 100%; 300,000 tested, 0.32% active;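 active means mean activation of at least 10% of the iron chelator positive control signal, with at least half of replicates also reaching 10%; inconclusive means mean and replicate majority disagree about reaching 10%; inactive means mean and most replicates under 10%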
# KLF5 inhibitor – KLF5 expression inhibitors, primary screen, DLD-1 cells, luminescence. DLD-1 KLF5 promoter-luciferase reporter. inhibition, % at 5 µM. 290,000 tested, 0.23% active. AID 1700, 2009;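 active means inhibition above a per-plate limit of that plate's mean compound inhibition plus 3 SD, cut at about 60% in these data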;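 further: 0% = DMSO wells and 100% = LY294002 at 200 µM; higher means less KLF5 promoter-driven luciferase light; inactives centre near -14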
# TRPC4 agonist – activators of mouse TRPC4 channel, primary screen, Fluo4 calcium, HEK293 TRPC4beta/mu-opioid cells; Fluo4 calcium fluorescence; hits give high values; B-score at 10 µM; 310,000 tested, 0.49% active; AID 2237, 2010;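 active means B-score above 5 SD of library B-scores, and initial fluorescence ratio not above library mean plus 5 SD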;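 further: positive B-score marks a calcium rise read as TRPC4 activation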
#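 Assay system – TRPC4beta and mu-opioid receptor HEK293 stable cells · Measured by – Fluo4 fluorescence, kinetic · Schedule – dye loading 45 min room temperature, 110 s kinetic read · Read-out – B-scored integrated calcium fluorescence ratio · Controls – buffer and maximal DAMGO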
# TRPC6 act – mouse TRPC6 channel activators, primary screen, cell-based, HEK293, membrane potential dye | Short transient receptor potential channel 6 (Mus musculus), Q61143 | HEK293-TRPC6 membrane potential dye fluorescence; hits give high values | B-score at 10 µM | 310,000 tested, 0.13% active | AID 2550, 2010;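 active means B-score of the integrated fluorescence ratio above library mean plus 3 SD, and starting fluorescence ratio within library mean plus 5 SD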;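 further: higher score means more depolarization so channel activation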
# Active calls of the source: *; i = inactive; ? = inconclusive; . = no result given.
SMILES,HIF activator,MrgX1 antag,aSyn UTR inh,TRPC4 potent,TRPC6 act,TRPC4 agonist,SKKanGAS inh,IEC-6 tox,TRPC4 block,TRPC6 inhibitor,KLF5 inhibitor
COc1ccccc1C(OC(=O)c1ccco1)C(=O)NC(C)(C)C (stereo unspecified),-0.5,i,12,i,i,i,-4,-2,i,i,-16
Cc1ccc(S(=O)(=O)N/N=C\c2ccc([N+](=O)[O-])o2)cc1C,0.1,i,7,i,i,i,4,2,i,i,-18
O=C(Nc1ccc2c(c1)CN(Cc1ccco1)CC2)C1CCCO1 (stereo unspecified),-0.2,i,-2,i,i,i,9,-2,i,i,-17
Cc1ccc(-c2cc(-c3ccc(C)o3)nc(N)c2C#N)cc1,0.1,i,20,i,i,i,6,-4,i,i,-3
CC(=O)N(Cc1ccc(F)cc1)c1cccc(C)c1C,0.0,i,-1,i,i,i,9,6,i,i,-10
COc1ccc(C(=O)NC2CCN(S(=O)(=O)Cc3ccccc3)CC2)c(OC)c1,-0.6,i,17,i,i,i,-6,-1,i,i,2
S=c1nc2c(n[nH]1)c1ccccc1n2CCc1ccccc1,0.8,i,6,i,i,i,4,19,i,i,1
O=C(NC(=O)N1CCOCC1)c1ccccc1,0.3,i,7,i,i,i,-6,-2,i,i,-20
Nn1c(SCc2nc3ccccc3[nH]2)nnc1-c1cccnc1,-0.2,i,16,i,i,i,-2,1,i,i,-36
O=C(NN1C(=O)/C(=C/C=C/c2ccco2)SC1=S)c1ccccc1O,0.0,-4.6*,-20,i,i,i,-9,-8,i,i,-11
CCCC(=O)Nc1cc(=O)[nH]c2ncnn12,0.2,i,-20,i,i,i,4,-3,i,i,11
COc1ccc(OC)c(C(C[N+](=O)[O-])c2c(C)cc3ccccn23)c1 (stereo unspecified),0.7,i,1,i,i,i,-8,16,i,i,-18
CSc1sc(C(=O)NN)c2c1C(O)CCC2 (stereo unspecified),0.2,i,24,i,i,i,1,.,i,i,.
O=C(O)c1cccc(Cl)n1,-0.6,i,16,i,i,i,0,-7,i,i,11
COc1cc(NC(=O)COC(=O)c2n[nH]c3ccccc23)c(C)cc1[N+](=O)[O-],-0.6,i,-11,i,i,i,12,7,i,i,0
COc1cc(C(=S)N2CCCC2)ccc1OCc1ccccc1,4.1,i,-67,i,i,i,3,-7,i,i,-63
COc1ccc(/C=N/N2CCN(c3ccccc3OC)CC2)cc1OC,0.8,i,-32,i,i,i,1,2,i,i,-13
CSc1nnc(C)c(=O)n1COC(=O)c1ccccc1,0.0,i,-3,i,i,i,2,-2,i,i,-20
Cc1cc(C)c(S(=O)(=O)N2C=CC(C(F)(F)F)=NCC2)c(C)c1,0.0,i,-1,i,i,i,2,3,i,i,3
COCCCNC(=S)N(Cc1ccccc1)Cc1ccc(F)cc1,0.0,i,1,i,i,i,-18,3,i,i,6
COCCCNC(=O)CN(c1cccc(Cl)c1)S(C)(=O)=O,0.1,i,1,i,i,i,0,2,i,i,-6
Cn1cc(C(=O)N2CCc3ccccc32)cn1,1.6,i,-63,i,i,i,-5,1,i,i,-50
COCCCNC(=O)C1CCN(c2nc(C)cc(C)n2)CC1,0.3,i,6,i,i,i,-1,-2,i,i,-2
O=C(Nc1nc2c(Cl)cccc2s1)c1ccc(Br)o1,1.1,i,-131,i,i,i,2,6,i,i,-1
Fc1ccc(CSc2nncn2NCc2ccc3c(c2)OCO3)cc1,0.2,i,7,i,i,i,-5,2,i,i,-14
CCC(CC)C(=O)OCC(=O)Nc1ccc(S(=O)(=O)N2CCOCC2)cc1OC,0.2,i,20,i,i,i,2,-1,i,i,-17
CCOC(=O)C1=C(C)NC(SCC(=O)OC)=C(C#N)C1c1ccc(C(=O)OC)cc1 (stereo unspecified),0.1,i,-28,i,i,i,7,-4,i,i,-1
COc1ccccc1OCCNC(=O)c1ccc2c(c1)OCCO2,3.6,i,-68,i,i,i,-5,.,i,i,.
COC(=O)c1cc(NC(=O)Cn2c(=O)cnc3ccccc32)cc(C(=O)OC)c1,-31,i,11,i,i,i,-1,-10,i,i,-3
COc1ccc(NC(=O)c2sc3nc(Cc4ccccc4)cc(C(F)(F)F)c3c2N)cc1OC,-0.8,i,16,i,i,i,24,2,i,i,-50
CSc1nc(Oc2ccc3ccccc3c2)c2ccccc2n1,0.7,i,-5,i,i,i,-19,18,i,i,-24
Cc1ccc(C)c(OCCCC(=O)N2CCOCC2)c1,0.4,i,-29,i,i,i,-7,-6,i,i,-25
Cc1cc(=O)[nH]c(SCc2nc3ccccc3s2)n1,0.1,i,-11,i,i,i,3,1,i,i,-39
COc1cc(C2C(C#N)=C(N)Oc3c2oc(CO)cc3=O)cc(OC)c1OC (stereo unspecified),0.6,i,4,i,i,i,-7,-7,i,i,7
Cc1ccc2[nH]c(=O)c(CN(C(=O)c3cccs3)c3ccccc3)cc2c1,-0.1,i,1,i,i,i,-8,-3,i,i,-26
Cc1ccc(Cn2c(=N)c(C#N)cc3c(=O)n4cccc(C)c4nc32)cc1,-0.7,i,0,i,i,i,-1,-2,i,i,-1
CCC(CC)C(=O)N1CC(=O)Nc2ccc(Br)cc2C1c1ccccc1 (stereo unspecified),-0.2,i,25,i,i,i,-5,3,i,i,-51
O=C(Nc1ccccn1)c1cc(-c2cccnc2)nc2ccc(Br)cc12,-0.7,i,62*,i,i,i,27,5,i,i,-10
CN(c1ccc(F)cc1)S(=O)(=O)c1ccc(Cl)c(C(=O)Nc2ccc3c(c2)CCC3)c1,-0.5,i,13,i,i,i,27,1,i,i,-17
O=C(C[n+]1ccc(C(=O)N/N=C/c2ccc(Br)cc2)cc1)c1ccccc1,0.6,i,-10,i,i,i,6,-8,i,i,3
COc1ccc(Br)cc1/C=C/C(=O)NCC(=O)O,-0.4,i,2,i,i,i,-2,-1,i,i,-16
Cc1nc(C)c(C(=O)C2=C(O)C(=O)N(CCN(C)C)C2c2cccs2)s1 (stereo unspecified),-0.1,i,11,i,i,i,9,2,i,i,-9
S=C(NCc1cccnc1)Nc1ccc(Cl)cc1,0.0,i,-12,i,i,i,9,5,i,i,-37
CC(C)(C)c1cc(C(=O)NNc2ccc(OC(F)(F)F)cc2)n(Cc2ccccc2)n1,-0.2,i,22,i,i,i,11,0,i,i,-14
O=C(Cc1ccc(S(=O)(=O)N2CCOCC2)s1)Nc1ccc(N2CCOCC2)cc1,1.2,i,-99,i,i,i,-1,6,i,i,-26
Cc1ccc(CCNC(=O)NC(C)(C)C)cc1,2.2,i,-94,i,i,i,2,-3,i,i,-45
CC(=O)c1c(C)oc2ccc(NS(=O)(=O)c3ccc(F)cc3C)cc12,-0.7,i,-2,i,i,i,-1,0,i,i,2
Oc1cccc(/C=N/N(Cc2ccccc2)c2ccccc2)c1,2.0,i,26,i,i,i,?,-2,i,i,-35
Cc1ccc(N=CC2=C(O)CC(c3cccc(Cl)c3)CC2=O)cc1 (stereo unspecified),-1.4,i,7,i,i,i,-1,-1,i,i,-9
CC(C)(C)c1cc[n+](-c2[nH]c(=O)sc2/C=N/N=C(\[O-])c2ccccc2)cc1,-0.2,i,-12,i,i,i,8,4,i,i,-44

# (listing goes on)
SMILES,HIF activator,MrgX1 antag,aSyn UTR inh,TRPC4 potent,TRPC6 act,TRPC4 agonist,SKKanGAS inh,IEC-6 tox,TRPC4 block,TRPC6 inhibitor,KLF5 inhibitor
Cc1ccc(C2/C(=C(/O)c3ccc4c(c3)CC(C)O4)C(=O)C(=O)N2CCCn2ccnc2)cc1 (stereo unspecified),0.4,i,-13,i,i,i,-3,0,i,i,-8
CCOC(=O)C1CCN(C(=O)COc2ccc(N(C)S(=O)(=O)c3ccc(C)cc3)cc2)CC1,-0.5,i,3,i,i,i,-3,2,i,i,6
Cc1sc2c3ccsc3ccc2[n+]1C,1.2,i,6,i,i,i,-3,-10,i,-8.6*,-17
COc1ccc(-c2cc(COc3ccccc3)on2)cc1,5.2,i,-132,i,i,i,-5,0,i,i,-49
CC(C)(C)n1nnnc1C(c1ccccc1F)N1CCN(C(=O)c2ccco2)CC1 (stereo unspecified),-0.7,i,-2,i,i,i,-5,-5,i,i,-10
CSc1ccccc1C(=O)Nc1cccc(C(C)O)c1 (stereo unspecified),0.0,i,6,i,i,i,-5,4,i,i,-40
CCOC(=O)[C@@H]1[C@H]2COc3ccccc3[C@@H]2N2C(=O)N(c3ccc(OC)cc3)C(=O)[C@@]12C,-0.1,i,-8,i,i,i,13,-3,i,i,-9
O=C1c2ccccc2C(=O)N1CCCc1nc(-c2ccncc2)no1,0.2,i,-5,i,i,i,-6,-1,i,i,-13
CCN(CC)c1ccc(C=Nc2ccc(C#N)cc2)c(O)c1,-0.2,i,15,i,i,i,0,-6,i,i,-8
CCN(CC)C(=O)[C@]1(c2ccccc2)C[C@@H]1CN,0.0,i,8,i,i,i,-2,-6,i,i,-7
O=C(Nc1ccc(Nc2ccccc2)cc1)Nc1ccccc1Cl,4.1,i,-227,i,i,i,15,1,i,i,-98
CCCCNC(=S)NNC(=O)c1cc(-c2cccnc2)nc2ccccc12,0.0,i,7,i,i,i,-2,-3,i,i,3
CN1CCc2c(sc3c2C(=O)NC(c2cn(Cc4ccccc4)c4ccccc24)N3)C1 (stereo unspecified),-0.5,i,64*,i,i,i,17,5,i,i,1
CCOC(=O)c1nnc(-c2ccccc2)nc1Sc1ccccc1Cl,5.4,i,19,i,i,i,2,4,i,i,0
